# Screening results: PubChem, several laboratories
# IL1B NFkB inh: blocks IL-1B driven NFkB nuclear translocation in HUVEC cells. HUVEC IL-1B NFkB p65 nuclear translocation imaging. inhibition, % at 2 µM. hit rate 0.43% among 94,000;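 active means inhibition above about 30% together with a positive call from visual inspection of the well image, limit read from the data; inconclusive means inhibition above a set limit but visual check negative; inactive means inhibition not above a set limit, visual check negative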;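 further: nuclear over cytoplasmic p65 intensity ratio measured by imaging; 0% = IL-1B stimulated DMSO wells and 100% = unstimulated DMSO wells; values of inactives mirror those of a sister screen read the other way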
# PLAP inhibitors HTS: inhibition of human placental alkaline phosphatase – biochemical, luminescence, HTS (AID 690); purified PLAP, luminescent substrate; higher % means a stronger effect; inhibition, % at 20 µM, or IC50 in µM where a hit was titrated; hit rate 0.08% among 96,000; in the data active means a potency from the dose series; inactive means the rest, 99 in 100 with inhibition below about 30%; further: strong numbers were not always called active
# Bcl-B displacement: displacers of TR3 peptide from Bcl-B, primary screen, selectivity assay for Bfl-1 inhibitor project, biochemical, fluorescence polarization; FP displacement of FITC-TR3 peptide from Bcl-B; higher % means a stronger effect; displacement, % at 20 µM; hits with a dose series show IC50 in µM; hit rate 0.11% among 96,000; AID 748;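 active means displacement above 50% at 20 µM plus a fluorescence interference ratio under 1.5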;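 further: plate controls were wells without compound for no effect and wells lacking Bcl-B protein for full effect; a part of the inactive calls stands beside numbers as strong as those of hits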
# IL1B NFkB pot: enhances IL-1B driven NFkB nuclear translocation; AID 819; hit rate 0.3% among 94,000; activation, % at 2 µM; HUVEC IL-1B NFkB p65 nuclear translocation imaging;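 active means activation above 40%, about the mean plus 3 SD, also judged a hit on visual image review; inconclusive means activation above 40% but not a hit on visual review; inactive means activation not above 40% and no visual hit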;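 further: percent activation is computed from the nuclear over cytoplasmic p65 intensity ratio; values of inactives mirror those of a sister screen read the other way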
# MRP resist rev: MRP-mediated drug resistance reversal; AID 602; H69AR cells + 2 uM doxorubicin, CellTiter-Glo, 72 h; differential viability (reversal), % at 10 µM; hit rate 0.04% among 85,000;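 active means viability drop by adding the cancer drug above about 55%, with treated viability meeting a 40% cutoff, limit read from the data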;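 further: viability without doxorubicin minus viability with 2 µM doxorubicin for each compound; larger differential means the compound sensitizes cells more to doxorubicin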
# MRP resist rev cytotoxicity: recorded beside MRP resist rev, whose call it bears; viability, %; H69AR cells, CellTiter-Glo, 72 h; measured here: cytotoxicity without doxorubicin
# MRP resist rev with doxorubicin: also measured in MRP resist rev; calls as there; viability, %; measured here: viability with 2 uM doxorubicin; active compounds read low
# IL1B NFkB inh cell count 2 µM: further read-out of IL1B NFkB inh, marked with its call; cell count; measured here: cells passing quality filter;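 raw number of nuclei counted in each imaged well without normalization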
# IL1B NFkB pot cell count 2 µM: further read-out of IL1B NFkB pot, marked with its call; cell count; measured here: cells passing quality filter
# * hit, by the source's call; ? = inconclusive; / = not tested or not shown.
SMILES,IL1B NFkB inh,IL1B NFkB inh cell count 2 µM,PLAP inhibitors HTS,Bcl-B displacement,IL1B NFkB pot,IL1B NFkB pot cell count 2 µM,MRP resist rev,MRP resist rev cytotoxicity,MRP resist rev with doxorubicin
Nc1c(NCc2ccccc2)c2ccccc2oc1=O,-4,167,19%,6%,3,167,-13,91,104
C=CCC(CC=C)(C(=O)O)c1ccccc1,-9,129,-11%,-2%,9,129,-16,96,112
CCOC(=O)C1CCN(C(=O)COc2ccc(S(=O)(=O)NC(C)C)cc2)CC1,-1,176,-18%,-2%,1,176,12,95,83
COc1cc(-c2ccc(NC(=O)c3ccc(C)cc3)c(OC)c2)ccc1NC(=O)c1ccc(C)cc1,-1,113,16%,-2%,1,113,/,/,/
CCOc1cccc(OCCCCN2CCOCC2)c1,-18,71,-22%,18%,18,71,0,91,91
Cc1cc(C(=O)N2CCN(S(C)(=O)=O)CC2)sc1-c1ccccc1,/,/,24%,-12%,/,/,-23,86,110
Cc1cc(N/C(=N\S(=O)(=O)c2ccc(Cl)cc2)c2ccc(F)cc2)no1,/,/,16%,-8%,/,/,/,/,/
COc1ccc(CC(=O)NCc2ccccn2)cc1OC,-5,133,-6%,13%,5,133,7,95,88
O=C(NCC(c1cccnc1)N1CCN(c2ccccc2)CC1)OCc1ccccc1 (configuration not stated),-4,125,/,/,4,125,8,84,76
CCOc1ccc(NC2c3ccccc3C(=O)N2Cc2ccc3c(c2)OCO3)cc1 (configuration not stated),16,149,-35%,6%,-16,149,2,88,85
O=C(NCc1ccco1)C1CCCN(S(=O)(=O)c2cccc3nonc23)C1 (configuration not stated),-11,62,18%,-11%,11,62,18,92,74
O=C(O)CSc1nnc(-c2ccc(S(=O)(=O)N3CCCC3)cc2)n1Cc1ccco1,4,123,-15%,2%,-4,123,16,95,78
Cc1cccc(NC(=O)Cc2noc3ccccc23)c1,-8,65,/,/,8,65,10,87,77
Cc1csc2nc(CNS(=O)(=O)N(C)C)cn12,3,145,17%,/,-3,145,-15,87,102
Cc1cc(NC(=O)CSc2nnc(-c3c[nH]c4ccccc34)n2-c2ccc(Cl)cc2)no1,6,126,31%,-6%,-6,126,/,/,/
CCCC(=O)Nc1ccc2c(c1)nc(CN1CCCC1)n2C,-19,150,22%,7%,19,150,8,98,89
O=C1NCC(COCc2ccco2)O1 (configuration not stated),2,179,-40%,8%,-2,179,-4,92,96
O=C(Nc1ccc2c(c1)nc1n2CCOC1)c1ccccc1,-5,101,14%,7%,5,101,5,103,98
O=C(c1ccco1)N(CCC(c1ccccc1)c1ccco1)Cc1ccco1 (configuration not stated),-6,204,-48%,-23%,7,204,/,/,/
Cc1ccc(Nc2nc(Oc3ccc(=O)[nH]n3)nc(N(C)C)n2)cc1,-10,154,-17%,-7%,10,154,17,105,88
Cc1nn(-c2ccccc2)c(C)c1/C=N/n1c(-c2ccc(C(C)(C)C)cc2)n[nH]c1=S,4,157,-30%,0%,-4,157,/,/,/
CCCCN=C(C)C1=C(O)CSC1=O,0,96,8%,1%,0,96,12,92,81
O=C(O)C1C2CCCCC2=C2CCCCC2C1C(=O)O (configuration not stated),-4,208,12%,0%,4,208,7,95,88
O=C(Nc1ccc(S(=O)(=O)N2CCCCC2)cc1)c1ccc(CN2CCOCC2)cc1,-11,166,/,/,11,166,3,61,58

# Structural class: those above containing a halogen (two)
SMILES,IL1B NFkB inh,IL1B NFkB inh cell count 2 µM,PLAP inhibitors HTS,Bcl-B displacement,IL1B NFkB pot,IL1B NFkB pot cell count 2 µM,MRP resist rev,MRP resist rev cytotoxicity,MRP resist rev with doxorubicin
Cc1cc(N/C(=N\S(=O)(=O)c2ccc(Cl)cc2)c2ccc(F)cc2)no1,/,/,16%,-8%,/,/,/,/,/
Cc1cc(NC(=O)CSc2nnc(-c3c[nH]c4ccccc34)n2-c2ccc(Cl)cc2)no1,6,126,31%,-6%,-6,126,/,/,/

# (cont.)
SMILES,IL1B NFkB inh,IL1B NFkB inh cell count 2 µM,PLAP inhibitors HTS,Bcl-B displacement,IL1B NFkB pot,IL1B NFkB pot cell count 2 µM,MRP resist rev,MRP resist rev cytotoxicity,MRP resist rev with doxorubicin
Cc1ccc(CN2CCNC(=O)C2CC(=O)O)o1 (configuration not stated),-3,196,-9%,1%,3,196,-2,91,93
CCOC(=O)Cc1csc(NC(=O)CSc2nnc(-c3ccncc3)n2Cc2ccco2)n1,-11,151,/,/,11,151,11,98,87
c1cncc(CNc2c3c(nc4nnnn24)CCCC3)c1,/,/,-12%,-8%,/,/,15,96,81
O=C(Nc1nc2c(s1)CCc1ccccc1-2)c1cccs1,-16,92,18%,-2%,16,92,4,73,69
O=C(NCCc1c[nH]c2ccccc12)c1c(Cl)nc2sccn12,-14,153,24%,-7%,14,153,-13,101,115
COc1ccc(S(=O)(=O)NC2CCCCC2)c(C)c1C,3,82,40%,-5%,-3,82,12,85,73
CCOC(=O)C1C(=O)CC(O)(c2ccccc2)CC1c1ccccc1 (configuration not stated),-8,78,4%,-2%,8,78,1,84,83
Cc1cc(Nc2nnnn2-c2ccccc2)n(-c2ccc(Cl)cc2)n1,2,181,1%,-3%,-2,181,-9,75,85
COc1ccc2c(c1[N+](=O)[O-])CCC/C2=N/OC(=O)c1ccccc1SC,-10,141,-3%,9%,10,141,8,97,88
CCOC(=O)c1c(NC(=O)CN(C)C)sc(C(=O)N(CC)CC)c1C,-10,132,-30%,-9%,10,132,-2,78,80
O=C(CCCn1c(=O)[nH]c2ccsc2c1=O)NCc1cccs1,3,90,-23%,0%,-3,90,4,88,83
Cc1ccc(S(=O)(=O)N2CCN(C(=O)COC(=O)c3cc(C)oc3C)CC2)cc1,11,128,9%,10%,-11,128,10,89,79
COc1ccccc1NC(=O)N1CCN(c2cc(-c3ccccc3)nc3ncnn23)CC1,15,132,-30%,4%,-15,132,30,80,49
Cc1ccccc1NC(=S)NNC(=O)c1csc2c1CCC(C)C2 (configuration not stated),-5,173,-40%,5%,5,173,/,/,/
COc1cc(Cl)c(C)cc1NC(=O)COc1ccccc1[N+](=O)[O-],9,183,15%,-7%,-9,183,/,/,/
COc1ccc(S(=O)(=O)N2CCN(CC(=O)Nc3ccc(F)c(F)c3)CC2)cc1,-12,117,-38%,-3%,12,117,13,90,77
C1CN(c2nc3nonc3n3nnnc23)CCO1,/,/,1%,4%,/,/,4,102,98
Cc1ccc(C(=O)NCCCn2ccnc2)cn1,-17,198,12%,2%,17,198,-8,93,101
COc1ccc(CCNC(=O)Cn2nnc(-c3cccc(OC)c3OC)n2)cc1OC,-11,150,-13%,6%,11,150,16,91,75
CC(=O)N1CCC(O)(c2cccc(C(F)(F)F)c2)CC1,1,148,-15%,4%,-1,148,12,99,87
O=C(Nc1cccc2ccccc12)N1CCOCC1,-9,139,16%,-5%,9,139,12,103,91
CC1=C(C(=O)Nc2cc(C)ccn2)C(c2ccc(C)cc2)C2=C(CCCC2=O)N1 (configuration not stated),-1,156,-17%,-5%,1,156,-5,79,85
Cn1c(CNc2ccccc2)cc(=O)n(C)c1=O,-22,173,2%,-5%,23,173,21,103,83
C=CCN1C(=O)CSC1=Nc1ccc(O)cc1,-26,38,11%,8%,26,38,19,99,81
CCC(=O)N1CCc2cc(S(=O)(=O)NCCC(=O)Nc3cc(C)cc(C)c3)ccc21,-53,137,-9%,-16%,?,/,-7,68,75
Oc1ccc2c(c1)C1CCCC1(N1CCOCC1)O2 (configuration not stated),/,/,-22%,1%,/,/,5,88,83
CCOc1ccc(-n2c(SCC(=O)Nc3ccccc3C)n[nH]c2=O)cc1,12,161,14%,2%,-12,161,11,96,85
O=C(c1cc2c(ccc3ccccc32)o1)N1CCN(c2ncc(C(F)(F)F)cc2Cl)CC1,-1,175,-16%,-3%,1,175,9,98,89
CCC(NC(=O)Cn1cnc2c(=O)n(C)c(=O)n(C)c21)c1ccccc1 (configuration not stated),-11,143,/,/,11,143,5,95,90
Cn1c(SCC(=O)NCc2ccc(F)cc2)nc2ccccc21,0,178,9%,-7%,0,178,26,104,78
CC(C)CC(=O)Nc1ccccc1N1CCN(C(=O)c2ccccc2)CC1,5,163,-60%,3%,-5,163,4,87,83
O=C1CSC2(C(=O)N3CCCc4cccc2c43)N1c1cccc(C(F)(F)F)c1 (configuration not stated),5,180,-10%,3%,-5,180,11,100,88
O=S(=O)(NCc1ccccn1)c1ccc(F)cc1,4,184,-32%,-1%,-4,184,6,94,89
CC(C)C(NS(=O)(=O)c1cccc2nsnc12)C(=O)N1CCc2ccccc2C1 (configuration not stated),-1,145,-5%,-3%,1,145,1,83,82
COc1ccccc1Cn1nnc2c(=O)[nH]c(C3CCN(C(=O)c4ccc(C)cc4)CC3)nc21,-24,77,-42%,0%,24,77,13,78,65
COc1ccc(CCNC(=O)C2(C)CCC(=O)N2Cc2ccc3c(c2)OCO3)cc1OC (configuration not stated),12,54,-22%,1%,-12,54,/,/,/
COc1ccccc1OCc1ccc(C(=O)NC(C)(C)C)o1,12,82,-14%,-3%,-12,82,5,82,76
COc1ccc2cc3cc(C(=O)NCCN4CCc5ccccc5C4)oc3nc2c1,3,159,-40%,-2%,-3,159,-5,66,71
O=c1c2ccccc2nc(SCc2cn3ccsc3n2)n1-c1ccccc1,-14,190,-1%,-14%,13,190,-4,76,80

# Gathered by group: the entries above with an aryl methoxy group
SMILES,IL1B NFkB inh,IL1B NFkB inh cell count 2 µM,PLAP inhibitors HTS,Bcl-B displacement,IL1B NFkB pot,IL1B NFkB pot cell count 2 µM,MRP resist rev,MRP resist rev cytotoxicity,MRP resist rev with doxorubicin
COc1cc(-c2ccc(NC(=O)c3ccc(C)cc3)c(OC)c2)ccc1NC(=O)c1ccc(C)cc1,-1,113,16%,-2%,1,113,/,/,/
COc1ccc(CC(=O)NCc2ccccn2)cc1OC,-5,133,-6%,13%,5,133,7,95,88
COc1ccc(S(=O)(=O)NC2CCCCC2)c(C)c1C,3,82,40%,-5%,-3,82,12,85,73
COc1ccc2c(c1[N+](=O)[O-])CCC/C2=N/OC(=O)c1ccccc1SC,-10,141,-3%,9%,10,141,8,97,88
COc1ccccc1NC(=O)N1CCN(c2cc(-c3ccccc3)nc3ncnn23)CC1,15,132,-30%,4%,-15,132,30,80,49
COc1cc(Cl)c(C)cc1NC(=O)COc1ccccc1[N+](=O)[O-],9,183,15%,-7%,-9,183,/,/,/
COc1ccc(S(=O)(=O)N2CCN(CC(=O)Nc3ccc(F)c(F)c3)CC2)cc1,-12,117,-38%,-3%,12,117,13,90,77
COc1ccc(CCNC(=O)Cn2nnc(-c3cccc(OC)c3OC)n2)cc1OC,-11,150,-13%,6%,11,150,16,91,75
COc1ccccc1Cn1nnc2c(=O)[nH]c(C3CCN(C(=O)c4ccc(C)cc4)CC3)nc21,-24,77,-42%,0%,24,77,13,78,65
COc1ccc(CCNC(=O)C2(C)CCC(=O)N2Cc2ccc3c(c2)OCO3)cc1OC (configuration not stated),12,54,-22%,1%,-12,54,/,/,/
COc1ccccc1OCc1ccc(C(=O)NC(C)(C)C)o1,12,82,-14%,-3%,-12,82,5,82,76
COc1ccc2cc3cc(C(=O)NCCN4CCc5ccccc5C4)oc3nc2c1,3,159,-40%,-2%,-3,159,-5,66,71

# Only part of the results is shown; count on the stated rates, not on these rows.
